NR2E3 ag-1 – NR2E3 (human) agonism; GST-NR2E3/biotin-RetCOR TR-FRET, 1536-well; inhibition of corepressor binding, % at 4.78 µM; actives 0.12% (n = 320,000); AID 2300;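 active means percent inhibition above the cutoff of mean plus 3 SD of all tested compounds, set per screening campaign, cut at about 20% in these data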;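 further: 0% = DMSO wells and 100% = biotin wells as full block of FRET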
Target sequence (Q9Y5X4 whole entry, looked up): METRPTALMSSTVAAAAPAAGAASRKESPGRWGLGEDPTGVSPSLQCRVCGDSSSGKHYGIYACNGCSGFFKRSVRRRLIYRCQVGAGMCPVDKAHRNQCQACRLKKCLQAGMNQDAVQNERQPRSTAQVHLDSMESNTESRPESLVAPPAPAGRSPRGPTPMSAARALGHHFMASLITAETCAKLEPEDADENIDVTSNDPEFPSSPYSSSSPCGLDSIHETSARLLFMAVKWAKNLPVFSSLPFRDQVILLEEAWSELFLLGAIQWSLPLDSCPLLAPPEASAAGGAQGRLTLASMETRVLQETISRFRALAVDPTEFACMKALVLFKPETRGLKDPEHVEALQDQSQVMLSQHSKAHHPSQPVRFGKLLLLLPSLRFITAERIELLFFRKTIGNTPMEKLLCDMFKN
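Material: NR2E3–RetCOR corepressor complex / Amount: 1.35 nM GST-NR2E3 / Medium: Tris pH 7.5 / Compound: single nominal compound dose of 4.8 µM / Incubation: 5 h at 4 °C / Technique: TR-FRET, Eu(K)-anti-GST donor, streptavidin-D2 acceptor, ex 340, em 617/671 nm / Read-out basis: percent loss of FRET ratio relative to control wells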
Peg3 prom inh – Peg3 promoter activity inhibition. HeLa PEG-Prom luciferase reporter, luminescence, overnight. actives 1.7% (n = 360,000). inhibition, % at 20 µM. AID 588405;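 active means inhibition of at least 50% at 20 µM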
CF NFkB inh – inhibitors of cystic fibrosis induced NF-kB; KKLEB NF-kB-GFP reporter, PAF-induced, GFP fluorescence overnight; inhibition, % at 5 µM; actives 0.86% (n = 360,000); AID 588850;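 active means at least 50% inhibition at 5 µM, scaled per plate between neutral and stimulator controls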;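 further: PAF is a Pseudomonas aeruginosa culture filtrate used as stimulus; plate controls were PAF-stimulated DMSO wells for no effect and unstimulated DMSO wells for full effect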
HIF-2a inh – inhibitors of HIF-2a | 786-0 RCC cells HIF-2a reporter, luciferase luminescence, overnight | inhibition, % at 18.8 µM | actives 0.72% (n = 360,000);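 active means inhibition of the luminescence signal of 40% or more relative to plate controls, in a single-dose primary screen at 18.75 µM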
NR2E3 ag-2 – activates human NR2E3 receptor. Q9Y5X4. CHO-S Gal4-NCOR/VP16-NR2E3 two-hybrid, luciferase. inhibition of corepressor binding, % at 3.98 µM. actives 0.35% (n = 360,000). AID 602229;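 active means inhibition above the mean of all tested compounds plus 3 SD, cut at about 70% in these data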;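 further: 0% = DMSO with NR2E3 transfected cells and 100% = cells lacking NR2E3 construct; higher means lower luciferase signal from less NR2E3 corepressor binding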
C8 TRAIL sens – caspase-8 TRAIL sensitization | NB7+C8 cells + TRAIL, ATPlite viability luminescence | inhibition (viability loss, TRAIL sensitization), % at 10 µM | actives 1% (n = 360,000);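 active means compounds causing at least 50% loss of cell viability in the single-dose screen, relative to plate controls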
TROY signal inh – inhibitors of TROY-dependent NF-kB signaling. Q293 LMP1-TROYcd NF-kB luciferase reporter, 4 h. inhibition, % at 10 µM. actives 0.98% (n = 360,000). AID 1347056;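 active means compounds whose plate-normalised and pattern-corrected inhibition of the luciferase reporter signal at the single screening dose is 50% or more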
MITF TRPM1 inh – inhibitors of MITF-driven TRPM1 promoter in melanoma cells | SK-MEL-5 TRPM1 promoter luciferase, 24 h | inhibition, % at 12.5 µM | actives 0.83% (n = 330,000);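 active means mean inhibition across replicates of 60% or more, whatever share of single replicates reaches that level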; further: values of inactives mirror those of a sister screen read the other way
Shn3 3UTR inh – inhibitors of Schnurri-3 3'UTR reporter in osteoblasts. Clone20 osteoblast Shn3 3'UTR firefly luciferase, 24 h. inhibition, % at 12.5 µM. actives 0.52% (n = 360,000). AID 588674;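 active means mean inhibition of at least 75% with every replicate also reaching 75%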;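 further: 0% = median of neutral control wells and 100% = pilot-screen positive control compound; some compounds past the cut are filed as inactive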
TWEAK Fn14 block – inhibitors of TWEAK-Fn14 interaction signaling | AID 1159606 | TWEAK-stimulated Fn14 reporter cells, luciferase luminescence, 8 h | inhibition, % at 10 µM | actives 2% (n = 360,000); in the data active means inhibition above about 50%
KKLEB tox – CF airway cell cytotoxicity counter-screen | KKLEB CF airway cells viability, ATPlite luminescence, overnight; active compounds read low; cells stimulated with P. aeruginosa culture filtrate | activity change (cytotoxicity), % at 5 µM | actives 0.36% (n = 360,000) | AID 602141;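 active means corrected activity change at or below -50% at 5 µM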
* hit, by the source's call; x = not tested or not shown.

SMILES	NR2E3 ag-1	Peg3 prom inh	CF NFkB inh	HIF-2a inh	NR2E3 ag-2	C8 TRAIL sens	TROY signal inh	MITF TRPM1 inh	Shn3 3UTR inh	TWEAK Fn14 block	KKLEB tox
CC(C)C(=O)Nc1ccc(C(=O)NNC(=O)CCc2ccccc2)cc1	-2	-8	16	11	-8	-13	14	0	-6	7	8
Cc1ccsc1/C=N/n1c(-c2ccco2)n[nH]c1=S	-1	-4	8	14	-7	-5	-15	-4	75	-11	-7
CC(C)Cc1ccc(CN2CCCC(NC(=O)c3nn(C)c(=O)c4ccccc34)C2)cc1 (stereo not drawn)	x	-1	24	9	21	11	15	6	30	-7	-3
Cc1cc(N2CCN(c3ccccc3)CC2)nc(N2CCOCC2)n1	0	-7	32	7	-35	-7	-2	-4	-28	0	-10
CCOC(=O)C1(C)NC(c2ccc(OC)cc2OC)C2C(=O)N(CC)C(=O)C21 (stereo not drawn)	3	1	-4	19	-10	-3	-20	-16	10	0	-4
O=C(Cc1c(O)c2ccccc2[nH]c1=O)NCc1ccccc1	1	12	-5	11	1	9	3	10	8	-11	-4
CC1(C(=O)NCc2cccc3ccccc23)CCN1C(=O)C1(c2ccccc2)CCCC1 (stereo not drawn)	x	11	13	20	15	8	6	x	-3	15	-13
CC(=O)c1cccc(N(C(=O)Cn2nnc3ccccc32)C(C(=O)NCC2CCCO2)c2ccc(N3CCOCC3)cc2)c1 (stereo not drawn)	3	-22	-14	15	-33	-26	-14	-10	3	4	4
CC(C)C[C@H](NC(=O)C1CCN(C(=O)[C@H](Cc2ccccc2)NC(=O)OC(C)(C)C)CC1)C(=O)O	1	1	5	4	-12	13	13	-6	3	12	-1
O=C1NC[C@@H](CCCCN2CCN(CCc3ccc(O)cc3)C(=O)C2=O)N(CCc2ccc(O)cc2)C1=O	x	x	x	-11	1	-3	-1	x	x	1	x
COc1ccc(Cl)cc1C(=O)NNC(=S)NC1CCCC1	-2	12	-22	15	13	-3	8	22	-2	-3	-3
CCOc1ccc(CC(=O)NC2CC(C)(C)N(C)C(C)(C)C2)cc1OCC	2	9	0	9	-16	-9	-5	7	-12	-4	11
Cc1c(-c2ccco2)[n+](=O)c2c(n1[O-])CCC2	0	8	-1	16	-2	3	10	10	13	-5	8
COc1ccc(OC)c(NC(=O)NCc2cccnc2)c1	6	7	26	2	7	-2	-1	3	-6	-13	1
CC(=O)Nc1ccc(NC(=O)CSc2nnc3c4ccccc4n(C)c3n2)cc1	0	-10	-13	-11	0	7	6	5	3	-36	0
Cc1nc(C)c(-c2nnc(-c3ccccc3Cl)o2)cc1C(=O)NN	1	10	13	6	-27	4	-4	-11	3	0	-5
C/C(=N\NC(=O)c1ccc(C)cc1)c1c(C)[nH]n(-c2ccccc2)c1=O	x	19	19	0	-50	19	-45	17	-19	-9	-29
COC(=O)CC1COc2ccccc2N1C(=O)c1cc(OC)c(OC)c(OC)c1 (stereo not drawn)	1	8	-13	11	1	-6	-6	6	15	-9	1
COc1ccc(/C=C(\C#N)C(=O)NC(C)c2ccccc2)cc1O (stereo not drawn)	3	-2	11	0	-9	8	-29	-9	0	2	5
Cc1cc(C(=O)C(C)Sc2cccc[n+]2[O-])c(C)n1-c1ccc(Cl)cc1 (stereo not drawn)	-3	-122	-5	-139	-67	9	-15	-18	67	10	-7

An excerpt of these results, field by field:
CC(C)C(=O)Nc1ccc(C(=O)NNC(=O)CCc2ccccc2)cc1
  NR2E3 ag-1 = -2	Peg3 prom inh = -8	CF NFkB inh = 16	HIF-2a inh = 11	NR2E3 ag-2 = -8	C8 TRAIL sens = -13	TROY signal inh = 14	MITF TRPM1 inh = 0	Shn3 3UTR inh = -6	TWEAK Fn14 block = 7	KKLEB tox = 8
Cc1ccsc1/C=N/n1c(-c2ccco2)n[nH]c1=S
  NR2E3 ag-1 = -1	Peg3 prom inh = -4	CF NFkB inh = 8	HIF-2a inh = 14	NR2E3 ag-2 = -7	C8 TRAIL sens = -5	TROY signal inh = -15	MITF TRPM1 inh = -4	Shn3 3UTR inh = 75	TWEAK Fn14 block = -11	KKLEB tox = -7
CC(C)Cc1ccc(CN2CCCC(NC(=O)c3nn(C)c(=O)c4ccccc34)C2)cc1 (stereo not drawn)
  NR2E3 ag-1 = x	Peg3 prom inh = -1	CF NFkB inh = 24	HIF-2a inh = 9	NR2E3 ag-2 = 21	C8 TRAIL sens = 11	TROY signal inh = 15	MITF TRPM1 inh = 6	Shn3 3UTR inh = 30	TWEAK Fn14 block = -7	KKLEB tox = -3
Cc1cc(N2CCN(c3ccccc3)CC2)nc(N2CCOCC2)n1
  NR2E3 ag-1 = 0	Peg3 prom inh = -7	CF NFkB inh = 32	HIF-2a inh = 7	NR2E3 ag-2 = -35	C8 TRAIL sens = -7	TROY signal inh = -2	MITF TRPM1 inh = -4	Shn3 3UTR inh = -28	TWEAK Fn14 block = 0	KKLEB tox = -10

Carrying on:
SMILES	NR2E3 ag-1	Peg3 prom inh	CF NFkB inh	HIF-2a inh	NR2E3 ag-2	C8 TRAIL sens	TROY signal inh	MITF TRPM1 inh	Shn3 3UTR inh	TWEAK Fn14 block	KKLEB tox
COc1ncnc2c1ncn2CCCN(CCCc1ccccc1)CCCn1cnc2c(OC)ncnc21	x	19	26	-2	9	-3	2	x	-7	-8	-1
Cc1ccc(S(=O)(=O)N2CCCOC2CNC(=O)C(=O)NCc2cccnc2)cc1 (stereo not drawn)	4	6	4	11	8	-5	-15	-1	7	0	2
O=C(NC1CC1)C1CCCN1C(=O)NC1CCCCC1 (stereo not drawn)	-3	14	-3	16	11	-14	-2	13	2	-4	-1
CCCCOc1ccc(C(=O)NCC(=O)NCc2ccncc2)cc1	-1	-8	-20	4	-15	2	-19	5	-28	8	23
Cc1nc2ccccn2c1C(=O)NN=C1C2CC3CC(C2)CC1C3	-1	15	1	11	5	8	29	-3	-14	6	7
CCOC(=O)c1c[nH]c(=S)n(-c2ccccc2)c1=O	-4	8	-6	0	-3	-5	-4	-1	-3	-4	-5
COc1ccc(NC(=O)CSc2nccn2Cc2ccco2)cc1	2	-209	19	-184	-172	-1	-41	-59	-52	1	-3
O=C(CN1C(=O)NC2(CCOc3ccccc32)C1=O)N1CCCCC1 (stereo not drawn)	x	-6	-17	7	3	4	-13	4	1	19	7
CCOc1ccc(S(=O)(=O)NCCC(=O)OC(C)C(=O)N2CCc3ccccc32)cc1 (stereo not drawn)	3	22	-12	12	15	-1	20	6	38	6	2
O=C(Nc1ccccc1)N1CCCC1	-3	-7	-7	5	-17	13	15	-2	-12	-11	7
Cc1ccsc1/C=N/Nc1nc(=O)[nH]nc1C	5	-178	-1	-168	-36	18	-14	-23	-24	-13	4
CCCCn1c(=O)[nH]c(=O)c2c1nc(-c1ccncc1)n2CCOC	-3	10	1	12	-13	-18	-1	16	3	8	-1
CC(C)n1nnnc1C1c2ccccc2C(=O)N1CCCn1ccnc1 (stereo not drawn)	x	x	x	-2	-5	-4	-4	x	x	17	x
Cc1ncc([N+](=O)[O-])n1Cc1cccc2ccccc12	-4	3	3	16	3	6	6	4	5	-20	-6
Cc1ccc(NC(=O)CN(C)C(=O)c2ccc(COc3ccccc3)cc2)cc1	5	-27	-19	-47	2	-5	-2	-23	-22	-3	4
CCc1cccc(CC)c1N(COC)C(=O)Cn1nnc2ccccc21	2	8	2	10	-15	2	-12	6	-18	12	-10
Cc1cnc(C(=O)OCC(=O)N2c3ccccc3CC2C)cn1 (stereo not drawn)	4	14	0	3	-1	5	-14	5	-22	1	0
CCn1c(NC(=O)Nc2ccccc2OC)nc2ccccc21	1	-9	-4	-11	-32	-13	x	4	-9	62*	2
O=C1NC2(CCCCC2)C(=O)N1Cc1ccc([N+](=O)[O-])cc1	-1	6	-21	9	-9	-13	-2	13	9	-4	4
Cc1ccc(N2CC(C(=O)OCC(=O)Nc3ccccc3C)CC2=O)cc1 (stereo not drawn)	0	-2	8	10	2	-19	-7	-1	4	2	-9
CC(C)(C)OC(=O)C(Cl)(C(=O)OC(C)(C)C)c1ccc2nnnn2n1	x	14	1	29	5	24	7	3	-12	13	1
COc1ccccc1C(=O)NC(=O)CSc1nnc2ccccn12	x	-6	-2	6	-33	-4	-11	13	10	7	-2
COc1ccc(OC)c(S(=O)(=O)NC(N)=NCCc2ccccc2)c1	0	4	0	18	6	4	-5	11	-5	6	5
COc1cccc(NC(=O)C2(C)CCN2C(=O)Cc2ccc(-c3ccccc3)cc2)c1 (stereo not drawn)	x	7	-5	6	33	6	16	x	38	25	-5
O=C(c1ccc(Cl)c(S(=O)(=O)N2CCCC2)c1)N1CCN(c2ccccc2)CC1	2	15	-2	8	0	9	21	7	13	32	-4
COc1ccc(NC(=O)Cc2ccc(-c3ccccc3)cc2)cn1	4	17	17	20	-39	12	11	3	-73	13	-2
COc1ccc(S(=O)(=O)N2CCOCC2)cc1NC(=O)c1ccc(S(=O)(=O)N2CCCCC2)cc1	x	27	28	19	15	8	14	15	21	11	-12
CC(C)(C)n1nnnc1C(c1ccccc1F)N1CCN(C(=O)c2ccco2)CC1 (stereo not drawn)	3	-8	6	7	-7	1	1	1	15	14	-2
O=C(CCCN1C(=O)/C(=C/c2cccs2)SC1=S)Nc1cccnc1	1	14	11	25	24	-7	11	-7	4	-14	-2
Cc1ccc(S(=O)(=O)N(C)CCCC(=O)NCc2ccc3c(c2)OCO3)cc1	3	4	-1	10	0	13	-1	0	-2	-5	2
Cc1nc2ccc(-n3ccc(=O)cc3)cc2s1	-2	-18	-2	-7	-4	0	-18	-7	-5	-13	7

Single records, as listed above. Order of values: NR2E3 ag-1 | Peg3 prom inh | CF NFkB inh | HIF-2a inh | NR2E3 ag-2 | C8 TRAIL sens | TROY signal inh | MITF TRPM1 inh | Shn3 3UTR inh | TWEAK Fn14 block | KKLEB tox
COc1cccc(NC(=O)C2(C)CCN2C(=O)Cc2ccc(-c3ccccc3)cc2)c1 (stereo not drawn) is entered as x | 7 | -5 | 6 | 33 | 6 | 16 | x | 38 | 25 | -5
COc1ccc(NC(=O)Cc2ccc(-c3ccccc3)cc2)cn1 is entered as 4 | 17 | 17 | 20 | -39 | 12 | 11 | 3 | -73 | 13 | -2
O=C(CCCN1C(=O)/C(=C/c2cccs2)SC1=S)Nc1cccnc1 is entered as 1 | 14 | 11 | 25 | 24 | -7 | 11 | -7 | 4 | -14 | -2

Not all compounds are listed; the hit share may differ from the screen's.
